High-throughput results deposited in PubChem BioAssay by several laboratories.
TNAP act hiacc: TNAP (human) activation, high acceptor; P05186; purified TNAP, CDP-star luminescence, 1 M DEA, 30 min; hits give high values; 0 = EDTA background, 1 = DMSO-only activity; activation factor at 20 µM; 200,000 tested, under 10 active; AID 1136;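 active = activation factor at least 2 at 20 µM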
Target sequence (P05186 whole entry, looked up): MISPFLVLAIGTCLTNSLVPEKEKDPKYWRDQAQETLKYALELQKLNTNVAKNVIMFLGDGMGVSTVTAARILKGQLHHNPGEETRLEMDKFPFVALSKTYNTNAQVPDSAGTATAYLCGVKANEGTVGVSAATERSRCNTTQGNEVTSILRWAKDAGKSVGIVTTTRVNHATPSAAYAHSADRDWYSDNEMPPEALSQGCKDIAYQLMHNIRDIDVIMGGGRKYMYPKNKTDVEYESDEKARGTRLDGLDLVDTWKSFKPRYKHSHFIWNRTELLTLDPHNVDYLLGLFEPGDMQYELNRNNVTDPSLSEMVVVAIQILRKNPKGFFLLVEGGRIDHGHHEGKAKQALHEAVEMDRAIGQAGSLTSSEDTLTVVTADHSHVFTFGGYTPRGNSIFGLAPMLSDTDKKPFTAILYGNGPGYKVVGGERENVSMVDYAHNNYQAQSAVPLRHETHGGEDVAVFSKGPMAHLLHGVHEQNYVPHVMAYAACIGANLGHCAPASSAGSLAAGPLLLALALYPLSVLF
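system = human TNAP | amount = enzyme diluted 1/800 final | reagent = 100 µM CDP-star substrate | signal = luminescent substrate turnover signal | dosing = one dose, 20 µM | benchmarks = EDTA negative control, DMSO positive control | measure = activation factor | timing = 30 min reaction, room temperature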
PMI act hi M6P: increases human PMI activity with near-saturating mannose 6-phosphate; P34949; coupled PMI enzyme assay, resazurin fluorescence, 20 min; hits give high values; 1 = untreated enzyme, 0 = substrate-free blank; activation factor at 20 µM; 190,000 tested, 0.34% active;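 active = activation factor of 2 or more at 20 µM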
Target sequence (P34949 whole entry, looked up): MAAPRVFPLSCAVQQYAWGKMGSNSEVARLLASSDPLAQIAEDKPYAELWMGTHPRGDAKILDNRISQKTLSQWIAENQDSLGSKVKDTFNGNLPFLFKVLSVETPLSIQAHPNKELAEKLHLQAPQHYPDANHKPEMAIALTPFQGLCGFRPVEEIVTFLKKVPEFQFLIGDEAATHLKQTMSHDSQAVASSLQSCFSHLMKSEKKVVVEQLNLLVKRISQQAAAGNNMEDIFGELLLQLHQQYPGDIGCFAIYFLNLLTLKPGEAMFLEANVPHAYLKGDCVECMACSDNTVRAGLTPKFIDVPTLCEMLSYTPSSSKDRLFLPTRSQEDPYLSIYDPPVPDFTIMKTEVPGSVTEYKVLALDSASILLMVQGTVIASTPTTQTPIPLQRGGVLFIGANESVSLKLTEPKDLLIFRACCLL
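Material: human phosphomannose isomerase with PGI, G6PDH, diaphorase coupling enzymes / Reagent: Man-6-P substrate 1.0 mM / Dosing: single compound dose of 20 µM, 1% DMSO final / Incubation: enzyme reaction with compound 20 min at room temperature / Signal: resorufin fluorescence (Ex 544/Em 590 nm) from resazurin via diaphorase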
Diaph inh CS: counter-screen for diaphorase-based assays: diaphorase inhibitors and chemical oxidizers. 190,000 tested, 0.69% active. inhibition, % at 20 µM. diaphorase resazurin-to-resorufin fluorescence, NADH, 16 min; bacterial (C. kluyveri) enzyme, not human;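 active = primary screen inhibition at 20 µM above a set limit, cut at about 50% in these data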;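 also: plate controls were DMSO with full reaction for no effect and wells lacking NADH for full effect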
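Assay system: diaphorase enzyme from Clostridium kluyveri; Input: enzyme working solution with 0.14 U/mL diaphorase; Timing: 16 min at room temperature; Technique: resorufin fluorescence, excitation 544 nm, emission 590 nm; Benchmarks: positive control minus NADH, DMSO neutral control.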
TNAP inh hi DEA: TNAP (human) inhibition, high acceptor | AID 1135 | inhibition, % at 20 µM | 200,000 tested, 0.03% active | P05186 | purified TNAP, CDP-star luminescence, 1 M DEA;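 active = over 50% inhibition of tissue-nonspecific alkaline phosphatase at 20 µM in the single-dose screen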;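 also: plate controls were DMSO wells for no effect and EDTA-quenched wells as full inhibition for full effect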
L major viab: Leishmania major promastigote growth inhibition; inhibition, % at 10 µM; 200,000 tested, 9% active; Leishmania major promastigotes, resazurin fluorescence viability; in the data active = inhibition above about 50%;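 also: promastigotes grown with compound for 44 hours at 28 °C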
PMI act: phosphomannose isomerase (human) activation | P34949 | purified human PMI, coupled resazurin fluorescence, 20 min; hits give high values; 1 = vehicle control, 0 substrate-free wells | activation factor at 20 µM | 190,000 tested, 0.005% active | AID 1214;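 active = activation factor of 2 or more at 20 µM, relative to plate controls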
bIAP inhibitor: blocks bovine intestinal alkaline phosphatase activity; purified bovine IAP, CDP-star luminescence, 30 min; inhibition, % at 20 µM; 190,000 tested, under 10 active;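 active = over 50% inhibition of intestinal alkaline phosphatase at 20 µM in the single-dose screen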
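Incubation: 30 min reaction at room temperature / Material: purified bovine intestinal alkaline phosphatase (IAP) enzyme / Input: enzyme at 1/65,000,000 dilution / Dosing: 20 µM single dose / Signal: CDP-star luminescence signal / Reagent: CDP-star chemiluminescent phosphatase substrate, 30 µM final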
TNAP inh noacc: blocks human TNAP activity with no phosphate acceptor present | P05186 | purified TNAP, CDP-star luminescence, 30 min | inhibition, % at 20 µM | 200,000 tested, 0.26% active;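 active = tissue-nonspecific alkaline phosphatase inhibition above about 50% at 20 µM in the single-dose screen, limit read from the data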;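 also: 0% = DMSO negative control and 100% = EDTA positive control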
Diaphorase act: diaphorase activation or chemical reduction counter-screen; Diaphorase/resazurin coupled assay, resorufin fluorescence, 16 min; hits give high values; 1 = vehicle wells, 0 = NADH-free wells; activation factor at 20 µM; 190,000 tested, 0.005% active;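 active = diaphorase activity raised at least twofold by the compound at 20 µM; inactive = activation factor below 2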
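Test system: Clostridium kluyveri diaphorase, purified enzyme; input: enzyme 0.07 U/mL final; buffer or medium: 50 mM HEPES pH 7.4 with 4.542 mM MgCl2, 0.005% Tween 20; also added: 0.114 mM NADH and 0.1 mM resazurin, final amounts; schedule: 16 min enzyme reaction, ambient temperature; technique: fluorescence of resorufin, 544 nm excitation, 590 nm emission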
bIAP act: increases bovine intestinal alkaline phosphatase activity; activation factor at 20 µM; 200,000 tested, 0.17% active; purified bovine IAP, CDP-star luminescence, 30 min; hits give high values; fold of DMSO-control signal, blank-subtracted;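 active = activation factor of 2 or more at 20 µM, a signal rise over negative controls twice the positive control's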
* marks the source's active call; other numbers are inactive results; x = not tested or not shown.

canonical_smiles,TNAP act hiacc,PMI act hi M6P,Diaph inh CS,TNAP inh hi DEA,L major viab,PMI act,bIAP inhibitor,TNAP inh noacc,Diaphorase act,bIAP act
Cc1ccc2nc(-c3cc(N)cc(N)c3)oc2c1,1,0.7,5,2,-8,0.8,-6,-3,0.9,1.1
COc1ccccc1NC(=O)/C(C#N)=C/C=C/c1ccco1,1,0.8,23,0,-2,0.8,15,-12,0.8,0.8
CCCOc1ccc(C2C(C(=O)c3ccco3)=C(O)C(=O)N2CCCn2ccnc2)cc1 (stereo unspecified),1,1.1,9,2,-3,1,-3,9,0.9,1
Cn1nccc1C(=O)Nc1ccc(Cl)cc1,1.1,1.1,11,-5,2,1,1,-11,0.9,1
Cc1ccc(-c2nc3cc(Cl)ccc3o2)cc1,1,1,8,-1,-4,1,-2,2,0.9,1
Cc1ccc(-c2ccc(/C=N/c3ncn[nH]3)o2)cc1Cl,1.1,1.1,-1,-6,24,1,3,-3,1,1
Nc1nc(NC(=O)C(Cl)(Cl)Cl)nn1-c1ccccc1,1,0.9,15,-2,17,1,2,6,0.8,1
Cc1ccc(/C=C/C(=O)Nc2nn[nH]n2)o1,1,1.7,9,-5,-3,1.5,-18,-13,0.9,1.2
CC(=O)N1CCc2[nH]c3ccccc3c2C1,1,0.9,11,-4,-2,1.1,-1,-9,0.9,1
Cc1nn(-c2cccc(Cl)c2)c(Cl)c1/C=N/NC(=O)c1cccs1,1,1,0,-2,0,0.9,23,4,1,0.8
CCOc1ccc(Cn2nnc(C(=O)Nc3cc(OC)cc(OC)c3)c2N)cc1,1.1,0.9,20,-6,1,0.9,9,-11,0.8,0.9
COc1ccc(OC)c(NC(=O)CSCC(=O)O)c1,1,0.9,10,-5,-7,0.8,11,-10,0.9,0.9
CCc1nc(SCC(=O)c2ccc(Cl)s2)c2oc3ccccc3c2n1,1,0.9,17,-3,-1,0.9,6,-3,0.8,0.9
CN(C(=O)c1cnc2n(c1=O)CCS2)C1CCCCC1,1,1.1,-5,-5,-1,1,0,-14,1.1,1
O=C(c1oc2ccccc2c1N1CCCCC1)N1CCCCC1,1,1,9,-3,21,1,4,-10,0.9,1
CCCC(=O)Nc1ccccc1NC(=O)CN(C)S(=O)(=O)c1ccccc1,1.1,1,4,-5,-12,1,7,-8,1,0.9
Cc1ccc(S(=O)(=O)NCC2CCC(C(=O)NCc3cccnc3)CC2)cc1 (stereo unspecified),1,1,0,2,-1,1,-17,-5,1,1.2
CC(C)(C)n1ncc2c(=O)n(Cc3ccc(Cl)cc3)cnc21,1,0.9,19,-4,0,0.9,-2,-18,0.8,1
CC(=O)c1cn(Cc2ccccc2)c(=O)n(Cc2ccc(F)cc2)c1=O,1,0.8,16,-2,0,1,-9,-8,0.8,1.1
CC(=O)Nc1ccc(S(=O)(=O)Nc2nc(-c3ccc(C(C)(C)C)cc3)cs2)cc1,1,0.9,17,-4,7,1,9,-13,0.8,0.9
Cc1cc(NC(=S)NC(=O)C2CC2)ccc1Br,1,0.9,13,3,-1,0.9,50,-4,0.9,0.5
CCOC(=O)c1cccnc1NC(=O)c1ccccc1,1.1,1,6,-6,-9,1,x,-8,0.9,0.5
O=C(Nc1cccc(Cl)c1)c1cnn2cccnc12,1,1,19,-3,1,0.9,15,-12,0.8,0.8
COc1cc(CCC(O)CC(=O)CCc2ccccc2)ccc1O (stereo unspecified),1,1,2,-2,12,0.9,7,0,1,0.9
Cc1ccc(C(=O)N(CN2CCCC2=O)c2ccc(F)cc2)cc1,1,1.1,2,-1,-9,1,9,-15,1,0.9
COc1ccc(C)cc1S(=O)(=O)Nc1ccccc1C,1.1,0.9,14,-8,2,0.9,2,-9,0.9,1
COc1cc(/C=N/NC(=O)CSc2n[nH]c(=O)[nH]c2=O)cc(OC)c1O,1,0.8,9,-1,-6,0.9,-1,-4,0.9,1
O=C(NCc1ccco1)C(c1ccccc1)N(C(=O)Cc1cccs1)c1ccccc1 (stereo unspecified),1.1,1.1,1,-7,-1,1.1,-43,-14,1,1.4
CCC(=O)Nc1ccc(C(=O)Nc2c[nH]c(=O)[nH]c2=O)cc1,1,1,12,1,-7,1,-12,1,0.9,1.1
Cc1ccc(C(=O)NC(=S)Nc2ccccc2C)cc1,1,0.9,25,-2,0,0.7,1,1,0.8,1

Fetched by compound from above, 2 records:
canonical_smiles,TNAP act hiacc,PMI act hi M6P,Diaph inh CS,TNAP inh hi DEA,L major viab,PMI act,bIAP inhibitor,TNAP inh noacc,Diaphorase act,bIAP act
CCC(=O)Nc1ccc(C(=O)Nc2c[nH]c(=O)[nH]c2=O)cc1,1,1,12,1,-7,1,-12,1,0.9,1.1
COc1ccc(C)cc1S(=O)(=O)Nc1ccccc1C,1.1,0.9,14,-8,2,0.9,2,-9,0.9,1

Remaining list, next part:
canonical_smiles,TNAP act hiacc,PMI act hi M6P,Diaph inh CS,TNAP inh hi DEA,L major viab,PMI act,bIAP inhibitor,TNAP inh noacc,Diaphorase act,bIAP act
CCOC(=O)C(NC(=O)CCC(=O)Nc1ccc(S(N)(=O)=O)cc1)C(O)c1ccccc1 (stereo unspecified),1,0.9,20,-2,-8,0.9,7,-12,0.8,0.9
Cc1cc(C(=O)CN2C(=O)NC3(CCC(C)CC3)C2=O)c(C)n1C (stereo unspecified),1.1,1,-2,-6,-5,1,2,-14,1,1
O=C(NC1CCCCC1)C(=O)N(Cc1cccnc1)C(C(=O)NCc1ccco1)c1ccccc1 (stereo unspecified),1,0.9,11,-2,-2,0.9,-9,-1,0.9,1.1
CCSc1nnc(NC(=O)[C@H](C)N2C(=O)C3CC=CCC3C2=O)s1 (stereo partly specified),1,0.9,6,-2,-3,1,4,-7,0.9,1
Cc1cc(C(=O)COC(=O)c2cccnc2Cl)c(C)n1CC1CCCO1 (stereo unspecified),1,0.9,5,-4,-6,1,-2,-12,0.9,1
COc1ccc(OCCOC(=O)c2cccs2)cc1,1,0.8,16,-3,-2,0.8,18,-12,0.8,0.8
Cc1cc(NS(=O)(=O)c2ccc(Nc3nc(-c4sc(C)nc4C)cs3)cc2)no1,1,1,16,-3,-16,0.9,-1,-18,0.8,1
N/C(CCN1CCOCC1)=N/O,1,1.1,9,-4,-4,1,12,-14,0.9,0.9
CCN(CC(=O)NC(C)C)C(=O)c1ccc(S(=O)(=O)N(C)c2ccccc2OC)cc1,1,1,-1,0,10,1.1,2,-6,1,1
COc1ccc(NC(=O)c2oc3ccccc3c2NC(=O)c2ccco2)cc1,1,0.9,21,-2,9,0.8,7,1,0.8,0.9
CC1=C(C(=O)Nc2ccc([N+](=O)[O-])cc2)C(c2cccc(C(F)(F)F)c2)NC(=S)N1c1ccccc1 (stereo unspecified),1,1,21,-4,38,0.9,25,-3,0.8,0.8
CSc1ccc(CN2CCC(CO)(Cc3ccc(Cl)cc3)CC2)cc1,1,0.9,7,0,87*,0.9,5,-1,0.9,1
COc1ccc(NC(=O)CN2CCCN(S(=O)(=O)c3ccc(F)cc3)CC2)cc1,1,1,12,-3,2,0.9,36,-11,0.9,0.6
COc1ccc(/C=C/C(=O)NC(=S)NCCc2ccc(OC)c(OC)c2)cc1,1,1,8,-3,-4,1.1,10,10,0.9,0.9
CCOc1cc(C(=O)Nc2ccc([N+](=O)[O-])cn2)cc(OCC)c1OCC,1,1,11,1,48,1,7,-17,0.9,0.9

In the list so far, 4 contain two or more sulfur atoms.
canonical_smiles,TNAP act hiacc,PMI act hi M6P,Diaph inh CS,TNAP inh hi DEA,L major viab,PMI act,bIAP inhibitor,TNAP inh noacc,Diaphorase act,bIAP act
CCc1nc(SCC(=O)c2ccc(Cl)s2)c2oc3ccccc3c2n1,1,0.9,17,-3,-1,0.9,6,-3,0.8,0.9
CC(=O)Nc1ccc(S(=O)(=O)Nc2nc(-c3ccc(C(C)(C)C)cc3)cs2)cc1,1,0.9,17,-4,7,1,9,-13,0.8,0.9
CCSc1nnc(NC(=O)[C@H](C)N2C(=O)C3CC=CCC3C2=O)s1 (stereo partly specified),1,0.9,6,-2,-3,1,4,-7,0.9,1
Cc1cc(NS(=O)(=O)c2ccc(Nc3nc(-c4sc(C)nc4C)cs3)cc2)no1,1,1,16,-3,-16,0.9,-1,-18,0.8,1

An excerpt taken from the entries so far, as a working copy:
canonical_smiles,TNAP act hiacc,PMI act hi M6P,Diaph inh CS,TNAP inh hi DEA,L major viab,PMI act,bIAP inhibitor,TNAP inh noacc,Diaphorase act,bIAP act
Cc1ccc2nc(-c3cc(N)cc(N)c3)oc2c1,1,0.7,5,2,-8,0.8,-6,-3,0.9,1.1
COc1ccccc1NC(=O)/C(C#N)=C/C=C/c1ccco1,1,0.8,23,0,-2,0.8,15,-12,0.8,0.8
